Screening data: PubChem BioAssay, several laboratories
PHOSPHO1 block: blocks human PHOSPHO1 phosphatase activity. Q8TCT1. recombinant PHOSPHO1, absorbance phosphatase assay. inhibition, % at 13.3 µM. 1.1% of 290,000 active; in the data active = inhibition above about 60%
Target sequence (Q8TCT1 whole entry, looked up): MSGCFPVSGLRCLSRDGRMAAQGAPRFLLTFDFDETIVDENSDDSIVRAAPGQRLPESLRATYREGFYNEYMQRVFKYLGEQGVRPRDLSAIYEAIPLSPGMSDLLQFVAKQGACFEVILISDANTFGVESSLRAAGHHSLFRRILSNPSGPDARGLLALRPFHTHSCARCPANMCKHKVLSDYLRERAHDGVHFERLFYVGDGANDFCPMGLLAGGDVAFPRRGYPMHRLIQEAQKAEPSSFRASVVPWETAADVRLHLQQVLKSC
HCV NS3 hel inh: blocks Hepatitis C virus NS3 helicase unwinding; AID 1800; NS3 helicase DNA unwinding, Cy5 molecular beacon fluorescence; inhibition, % at 10.9 µM; 0.56% of 290,000 active;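 active = inhibition above the mean of all tested compounds plus 3 SD, set per campaign, cut at about 35% in these data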;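 note: 0% = DMSO wells and 100% = thioflavine S control wells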
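Test system: hepatitis C virus NS3 helicase domain fragment enzyme. Also added: annealed dual-labelled DNA beacon duplex, ATP-started. Timing: 60 min unwinding reaction at 25 °C after ATP addition. Technique: Cy5 fluorescence. Measure: % inhibition of unwinding.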
MEKK3 PB1 HTS: raises or lowers MEK5 binding to the human MEKK3 PB1 domain; Q99759; bead-based flow cytometry, Alexa488-MEK5 binding to MEKK3; actives lie on both sides; 0 = blocked by unlabeled MEK5, 100 = vehicle; binding response (% of control), % at 10 µM; 1.4% of 290,000 active;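 active = binding response more than 3 SD above or below the average of its plate-row segment, actives on both sides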;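 note: Alexa488 bead fluorescence after subtracting the streptavidin-only scavenger bead signal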
Target sequence (Q99759 whole entry, looked up, the tested form may be a part): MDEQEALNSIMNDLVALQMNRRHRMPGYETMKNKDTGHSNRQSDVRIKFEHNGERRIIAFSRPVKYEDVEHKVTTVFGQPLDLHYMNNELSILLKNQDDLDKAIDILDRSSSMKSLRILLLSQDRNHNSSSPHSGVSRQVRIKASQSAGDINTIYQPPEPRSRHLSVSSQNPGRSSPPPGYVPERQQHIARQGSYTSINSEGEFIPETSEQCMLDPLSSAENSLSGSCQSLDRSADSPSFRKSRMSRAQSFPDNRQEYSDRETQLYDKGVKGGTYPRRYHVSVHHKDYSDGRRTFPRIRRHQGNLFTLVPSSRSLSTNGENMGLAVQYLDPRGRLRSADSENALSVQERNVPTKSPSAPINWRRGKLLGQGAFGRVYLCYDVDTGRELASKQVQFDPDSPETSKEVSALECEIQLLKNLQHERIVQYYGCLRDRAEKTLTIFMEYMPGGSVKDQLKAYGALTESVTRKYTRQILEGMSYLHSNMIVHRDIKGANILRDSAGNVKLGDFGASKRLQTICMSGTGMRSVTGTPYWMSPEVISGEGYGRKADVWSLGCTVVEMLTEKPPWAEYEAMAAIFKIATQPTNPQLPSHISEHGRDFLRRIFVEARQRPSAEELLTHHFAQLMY
p-CIP stab down: lowers stability of the mouse p/CIP coactivator protein | Q05BA5 | F442A p/CIP-EGFP cells, EGFP fluorescence, 16 h | decrease of EGFP signal, % at 10 µM | 0.01% of 290,000 active | AID 1984;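 active = EGFP signal decrease of at least 30% at 10 µM or well 3 SD below plate mean, unless failing retest; inactive = the rest, including hits failing retest or dose response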; note: some compounds called inactive have numbers as strong as hits; many of its hits are not listed in these tables
SUMO HTRF inh: inhibitors of human SUMOylation (UBC9). P63279. HTRF SUMOylation assay, SAE1/SAE2 + UBC9, in vitro. inhibition, % at 35 µM. 0.36% of 290,000 active. AID 2006; in the data active = inhibition above about 50%, passing the limit was not always enough; note: strong numbers were not always called active
Target sequence (P63279 whole entry, looked up): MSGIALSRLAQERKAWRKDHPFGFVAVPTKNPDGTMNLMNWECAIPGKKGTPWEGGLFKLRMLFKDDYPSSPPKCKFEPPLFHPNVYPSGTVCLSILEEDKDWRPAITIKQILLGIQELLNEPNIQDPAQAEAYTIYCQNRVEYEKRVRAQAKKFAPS
VIM-2 inhibitor: inhibitors of Pseudomonas aeruginosa VIM-2 metallo-beta-lactamase; purified VIM-2, nitrocefin hydrolysis, epi-absorbance fluorescence; inhibition, % at 5.6 µM; AID 1527; 0.89% of 290,000 active;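 active = inhibition above the mean of all tested compounds plus 3 SD, cutoff set per screening run, cut at about 7.5% in these data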;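 note: red hydrolysis product quenches plate fluorescence so inhibitors raise well fluorescence; 0% = enzyme with DMSO and 100% = DMSO without enzyme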
IDE cell activ: IDE (human) activation, cell-based; HEK cells, FAbeta-B cleavage, fluorescence polarization; 0% vehicle, 100% cell-free pure enzyme wells; P14735; activation, % at 5.96 µM; 0.073% of 340,000 active;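 active = activation above the mean of all tested compounds plus 3 SD, set per screening campaign, cut at about 17% in these data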
IMP-1 inhibitor: inhibitors of Pseudomonas aeruginosa IMP-1 metallo-beta-lactamase; purified IMP-1, nitrocefin hydrolysis, epi-absorbance fluorescence; inhibition, % at 5.6 µM; 0.45% of 290,000 active; AID 1556;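 active = inhibition above the mean plus 3 SD of all compounds in the same screening run, cut at about 4.5% in these data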;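 note: 0% = IMP-1 with DMSO and 100% = DMSO wells lacking enzyme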
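System: Purified IMP-1 | Read-out basis: Percent enzyme inhibition | Controls: IMP-1 with DMSO as 0%, enzyme-free DMSO as 100% | Replicates: One well per compound | Doses: 5.6 µM nominal single concentration | Detection: Epi-absorbance fluorescence, 480 nm excitation, 530 nm emission | Incubation: 25 °C, 15 min preincubation, 25 min reaction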
DNA FID counter: counter-screen for HCV NS3 helicase inhibitors: DNA intercalator displacement | 0.17% of 290,000 active | AID 1845 | DNA fluorescent intercalator displacement, fluorescence | inhibition, % at 7.9 µM; in the data active = inhibition above about 37%;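 note: 0% = vehicle and 100% = reference compound; higher means more ethidium bromide displaced from hairpin DNA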
Numbers without * were called inactive; . = no result given. Only part of the results is shown; count on the stated rates, not on these rows.

Results follow in this order: SUMO HTRF inh | p-CIP stab down | VIM-2 inhibitor | PHOSPHO1 block | MEKK3 PB1 HTS | DNA FID counter | IDE cell activ | HCV NS3 hel inh | IMP-1 inhibitor
> COc1cccc(CC2(CO)CCCN(Cc3ccc(CN4CCCCC4)s3)C2)c1 (stereo not given)
→ -1.3 | -5.7 | -2.4 | 35.4 | 101.0 | 12.8 | 5.1 | 10.6 | -2.1
> O=C(CN1CCCC1)NCc1ccccc1
→ 14.6 | -3.9 | -2.1 | 40.1 | 107.0 | -2.7 | 2.4 | 5.6 | -5.0
> O=C(Nc1nc2ccccc2[nH]1)c1cc(F)cc(F)c1
→ 19.4 | -18.1 | -2.5 | 15.0 | 102.0 | -6.2 | -1.3 | 1.3 | -2.0
> O=C1OCCC1Sc1nnc(-c2ccccc2Cl)n1Cc1ccccc1 (stereo not given)
→ 12.7 | -16.7 | -4.5 | -2.2 | 105.0 | -11.8 | 0.3 | -3.6 | -3.1
> NS(=O)(=O)c1ccc(NC(=S)Nc2ccc(S(=O)(=O)N3CCCC3)cc2)cc1
→ 0.2 | 9.7 | -1.9 | 11.4 | 100.0 | -10.7 | 6.3 | 2.3 | -1.9
> CCCc1ccc(-c2cc(NC(=O)CSc3nnc(N)s3)n(-c3ccccc3)n2)cc1
→ -16.7 | -25.0 | -3.5 | -1.8 | 101.0 | -20.0 | -4.9 | 4.1 | -3.5
> CCOC(=O)N1CCN(C(=O)c2ccc3c(=O)n(-c4cc(OC)ccc4OC)c(=S)[nH]c3c2)CC1
→ 19.2 | 11.1 | -0.8 | 28.5 | 101.0 | -5.0 | -7.0 | -1.7 | -2.8
> O=C(NCCCN1CCOCC1)c1ccc(CSc2ccc(Cl)cc2)cc1
→ 14.9 | -33.1 | 3.7 | 9.5 | 86.0 | 38.0* | -1.0 | -74.3 | -1.2
> O=C(Nc1cccc(Cl)c1)c1ccc2ncsc2c1
→ 2.5 | -0.5 | -3.3 | 30.8 | 96.0 | -4.7 | 2.0 | -9.8 | -5.3
> O=S(=O)(NCc1cn2ccsc2n1)c1ccc2c(c1)OCCO2
→ 5.6 | 5.4 | -1.8 | -3.4 | 97.0 | 3.7 | 4.3 | 1.5 | -2.0
> O=S(=O)(Cc1cnc(Cl)s1)c1ccccc1
→ 0.6 | -9.8 | -0.3 | -6.9 | 102.0 | -2.5 | 0.7 | 3.1 | -2.4
> N#Cc1ccc(OCC(=O)N/N=C2\CCc3ccccc32)cc1
→ 4.3 | 0.4 | -3.1 | 4.8 | 108.0 | -9.2 | 3.3 | -2.9 | 0.2
> Cc1csc(SCC(=O)N2CCN(S(=O)(=O)c3ccccc3)CC2)n1
→ 0.4 | -10.6 | -4.5 | -14.5 | . | -4.9 | -4.7 | 7.2 | -4.4
> O=C(c1ccc(COc2ccccc2Br)cc1)N1CCCCC1
→ -9.7 | 5.4 | -5.0 | 0.2 | 108.0 | -39.7 | 1.2 | 4.4 | -4.0
> COc1ccc(C2(C(N)=O)CCCCC2)cc1OC
→ 25.3 | -24.0 | -0.1 | -4.1 | 96.0 | -3.4 | 4.1 | -1.2 | -1.4
> COc1ccc(C(=O)NC2(C(F)(F)F)NC(=O)N(CCCc3ccccc3)C2=O)c(OC)c1OC (stereo not given)
→ -17.5 | 8.2 | -2.2 | 3.2 | 115.0 | -26.9 | -1.1 | -18.6 | -4.8
> COc1ccc(C)cc1NC(=O)c1ccc2c(c1)OCO2
→ -14.0 | -9.4 | -1.6 | -29.3 | 100.0 | -4.4 | -1.9 | 7.2 | -4.7
> Cc1noc(C)c1S(=O)(=O)N1CCCC1C(=O)O (stereo not given)
→ 2.5 | -7.3 | -1.6 | 17.4 | 101.0 | 0.9 | 4.1 | -0.9 | -4.5
> O=c1cc(O)c2sc3nc(-c4cccnc4)cc(C(F)(F)F)c3c2[nH]1
→ 21.9 | -13.0 | 2.5 | 7.1 | 99.0 | -14.2 | 1.4 | 28.8 | -1.0
> Cn1c2ccc(F)cc2c2nnc(SCCN3CCOCC3)nc21
→ -2.0 | 4.8 | 7.8* | 1.0 | 103.0 | -4.7 | -2.1 | 1.1 | -1.7
> CC(=O)N1c2ccc(S(=O)(=O)N3CCCC3C(=O)NCc3ccc(Cl)cc3)cc2CC1C (stereo not given)
→ 5.3 | -5.4 | -0.9 | 7.0 | 89.0 | -50.6 | -4.8 | -2.8 | -3.5
> CCN1CCc2c(sc(NC(=O)c3ccc(S(=O)(=O)N(C)CC4CCCO4)cc3)c2C(N)=O)C1 (stereo not given)
→ 8.7 | -17.8 | 3.7 | 27.4 | 101.0 | 16.4 | 4.8 | -7.0 | -0.8
> COc1ccc(N2CCN(C(=O)c3cn(C4CCCC4)c(=O)c4c3c3ccccc3n4C)CC2)cc1
→ -6.1 | -1.4 | -4.0 | 11.6 | . | -35.1 | 5.4 | -8.0 | -4.0
> NC(CC(=O)O)c1ccc(F)cc1 (stereo not given)
→ 11.3 | -6.1 | 3.3 | -8.9 | 97.0 | 3.5 | 0.2 | -2.3 | -0.6
> CN(c1ccccc1)S(=O)(=O)c1ccc(C(=O)NCCc2ccccc2)cc1
→ 2.9 | -20.0 | -3.1 | 32.3 | 97.0 | -32.8 | -2.0 | -7.8 | -2.0
> COc1ccc(Cn2cc(F)c(=O)n(C)c2=O)cc1[N+](=O)[O-]
→ -9.5 | -11.9 | -4.1 | 51.2 | 106.0 | 1.3 | -1.1 | 29.2 | -2.6
> Cc1cc(C)c2c(n1)nn1c(NCCN3CCOCC3)cc(C)nc21
→ 25.3 | 6.0 | 5.5 | 19.3 | 100.0 | -1.7 | -0.2 | 2.7 | -4.2
> Cc1cc(Nc2cnc3ccccc3n2)n(-c2ccccc2)n1
→ 18.7 | 12.9 | -0.1 | -11.4 | 103.0 | -17.3 | 4.2 | -7.4 | -2.0
> Cc1cc(C(=O)CSc2nnc(-c3ccccc3)n2C)c(C)n1C
→ -5.3 | -2.1 | -1.7 | 24.2 | 100.0 | -9.0 | -3.2 | -1.9 | -1.7
> CC(C)CC1CC(C)(c2csc(NNC(=O)c3ccccc3)n2)OC1=O (stereo not given)
→ -7.5 | -4.2 | -2.3 | -7.1 | 94.0 | -26.2 | -0.4 | -1.2 | -4.2
> CSc1ccc(CNc2ccccc2)cc1
→ -7.0 | -7.7 | -5.8 | -15.0 | 99.0 | 1.8 | . | -3.8 | -1.2
> CCOc1ccc(C(=O)NC(=S)Nc2cccnc2)cc1[N+](=O)[O-]
→ 0.1 | 4.4 | -2.5 | 5.9 | 104.0 | 4.9 | 1.9 | -6.7 | -1.4
> COc1cc(/C=C/C(=O)OCC(=O)NC(=O)NC(C)C)cc(S(=O)(=O)N2CCc3ccccc32)c1OC
→ -9.4 | -4.2 | -1.6 | 28.3 | 109.0 | -14.6 | 9.4 | -11.9 | -3.9
> Cn1nccc1C(=O)NC1CCCc2c1cnn2-c1ccc(F)cc1F (stereo not given)
→ 7.8 | -26.2 | -2.3 | 27.6 | 106.0 | -18.1 | -1.3 | 6.9 | -2.0
> CC1CCN(CCc2nc3cc(NS(=O)(=O)c4ccc(F)cc4)ccc3n2C)CC1
→ -4.3 | -11.2 | -2.2 | 16.6 | 104.0 | 2.9 | -0.7 | -10.1 | -2.6
> Nc1ccc(-n2cnc3cc([N+](=O)[O-])ccc32)cc1
→ 6.7 | -6.4 | 0.9 | -7.4 | 105.0 | 0.6 | 2.0 | -0.8 | 2.0
> C#CCn1cccc(C(=O)Nc2ccc(OC)cc2)c1=O
→ 9.4 | -9.2 | -0.9 | 19.9 | 97.0 | -8.5 | -0.1 | 2.7 | -2.9
> COC(=O)c1cc(OC)c(OC)cc1NC(=O)c1ccoc1C
→ -0.7 | -2.0 | 0.0 | 27.7 | 104.0 | -4.2 | . | 7.7 | -3.2
> COc1ccc(C(=O)NCC(C)(C)SCc2c(C)cc(C)cc2C)cc1
→ -22.0 | -6.5 | 2.1 | 23.4 | 88.0 | -18.1 | 7.2 | -10.4 | 0.6
> CN(C)c1cccc(C(=O)N2CCCC(CCC(=O)N3CCN(c4ccccn4)CC3)C2)c1 (stereo not given)
→ 17.7 | -20.1 | -2.5 | 23.3 | 105.0 | -35.8 | 2.9 | 3.2 | -0.3
> Cc1ccccc1Nc1nc(-c2cccnc2)cs1
→ -2.4 | -3.6 | 0.0 | . | 100.0 | -10.3 | -3.3 | -4.6 | 1.8
> C#CCNC(=O)C1=C[C@@H](C)C[C@@H](OCc2ccc(CO)cc2)O1
→ 12.9 | -24.3 | -2.5 | 21.9 | 102.0 | -5.0 | -2.7 | 9.4 | -3.1
> O=C(CSc1nncs1)NCCCc1ccccc1
→ 22.7 | -39.1 | 0.0 | 5.6 | 89.0 | -3.0 | -0.6 | -1.0 | -2.0
> CCCCCCCc1c(O)nc(SCCN2CCOCC2)[nH]c1=O
→ 6.5 | -10.7 | -2.4 | 34.5 | 82.0 | 0.3 | 2.3 | -0.7 | -2.5
> CCc1ccc(NC(=O)Cn2c(SC)nc3ccccc32)cc1
→ 22.8 | -7.5 | 1.6 | -4.1 | 110.0 | -6.7 | 2.6 | -4.0 | -0.8
> O=C(CSc1nc2c([nH]c3ccccc32)c(=O)n1-c1ccccc1F)NCC1CCCO1 (stereo not given)
→ 12.6 | -12.1 | -0.2 | 8.2 | 105.0 | -27.6 | 1.2 | -0.3 | -1.0
> Cc1cccc(NC(=O)CSc2nc(N)c(NC(=O)c3cccs3)c(=O)[nH]2)c1C
→ -11.6 | 11.4 | -0.6 | 3.7 | 96.0 | 0.5 | 4.5 | -2.2 | -1.4
> CCn1ncc(CN2CCCC(CNC(=O)c3ccc(F)cc3)C2)c1C (stereo not given)
→ 19.7 | -14.0 | -2.9 | -10.2 | 101.0 | 1.2 | 7.2 | 4.5 | -2.6
> CCOC(=O)c1c(C)[nH]c(C(=O)Cn2nnc(-c3ccccc3Cl)n2)c1C
→ 13.3 | -1.7 | -2.2 | 4.6 | 94.0 | 4.2 | -18.9 | 2.0 | -3.8
> COC(=O)c1[nH]c2ccc(C)cc2c1NC(=O)NC1CCCCC1
→ 16.3 | -2.2 | -2.9 | 12.1 | 99.0 | -10.0 | -2.8 | -2.9 | -3.5
> C=CC(=O)NN(C)c1ncc(C(F)(F)F)cc1Cl
→ 0.6 | 3.7 | -1.3 | 7.7 | 101.0 | -1.4 | -0.1 | -5.1 | -3.0
> COc1ccc(/C=N/NC(=O)c2cc(C34CC5CC(CC(C5)C3)C4)[nH]n2)cc1O
→ -32.0 | -1.0 | -2.2 | 25.6 | 103.0 | -12.4 | -1.3 | -8.3 | -2.4
> CCN(CC)C(=O)c1cn(-c2ccccc2)nc1-c1ccc2c(c1)OCCO2
→ -4.4 | 11.3 | -2.2 | 53.8 | 107.0 | -31.5 | 5.3 | 4.0 | 0.0
> CCOc1ccccc1-n1c(SCC(=O)N2CCCC2)nnc1-c1ccoc1C
→ 0.0 | -4.2 | -0.2 | -16.4 | 103.0 | -27.1 | 0.1 | -2.9 | -0.9
